# Bioassay records: PubChem BioAssay, several laboratories
# TLR4 MyD88 comp: inhibitors of human TLR4-MyD88 binding. HeLa CL3-4 TLR4/MyD88 BLA complementation, FRET ratio. actives 0.18% (n = 200,000). O00206+Q99836. inhibition, % at 8.4 µM; in the data active = inhibition above about 25%;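 note: 0% = vehicle and 100% = reference inhibitor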
# APP 5'UTR act: activates APP 5'UTR luciferase reporter; SH-SY5Y APP 5'UTR luciferase reporter, luminescence; zero percent = DMSO vehicle wells; activation, % at 2 µM; actives 1% (n = 190,000); AID 1276;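 active = activation above a set limit, based on mean plus 3 SD of controls, cut at about 140% in these data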; note: values of inactives mirror those of a sister screen read the other way
# FLuc inhib CS: counter-screen for luciferase assay inhibitors: firefly luciferase inhibition; P08659; ATPLite firefly luciferase biochemical luminescence, 10 min; inhibition, % at 10 µM; actives 1.5% (n = 200,000); AID 1006;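 active = inhibition above about 50% when tested at 10 µM, limit read from the data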
# Target sequence (P08659 whole entry, looked up): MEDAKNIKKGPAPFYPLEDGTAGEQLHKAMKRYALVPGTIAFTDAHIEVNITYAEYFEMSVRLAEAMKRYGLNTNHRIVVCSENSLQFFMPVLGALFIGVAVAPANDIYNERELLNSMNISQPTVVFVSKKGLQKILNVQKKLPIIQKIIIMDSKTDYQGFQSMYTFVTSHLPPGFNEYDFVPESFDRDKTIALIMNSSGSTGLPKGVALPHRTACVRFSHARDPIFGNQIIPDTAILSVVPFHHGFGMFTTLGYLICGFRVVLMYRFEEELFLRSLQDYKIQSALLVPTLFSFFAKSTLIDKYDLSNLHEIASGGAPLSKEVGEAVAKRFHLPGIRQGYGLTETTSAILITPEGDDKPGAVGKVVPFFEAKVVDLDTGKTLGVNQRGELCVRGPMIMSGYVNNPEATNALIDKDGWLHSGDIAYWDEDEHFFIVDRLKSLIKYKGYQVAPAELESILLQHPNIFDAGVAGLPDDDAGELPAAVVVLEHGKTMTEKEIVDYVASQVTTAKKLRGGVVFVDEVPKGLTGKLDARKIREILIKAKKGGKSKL
# G6PDH counter: counter-screen for G6PDH assay hits: L. mesenteroides G6PDH inhibition; Purified L. mesenteroides G6PDH, diaphorase/resazurin coupled fluorescence, 45 min; inhibition, % at 5 µM; actives 0.12% (n = 200,000); in the data active = inhibition above about 50%
# APP 5UTR inh: APP translation inhibition; actives 0.82% (n = 190,000); inhibition, % at 2 µM; SH-SY5Y APP 5'UTR-luciferase reporter, luminescence;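 active = inhibition above a set limit, derived from the sample mean plus 3 SD, cut at about 45% in these data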; note: values of inactives mirror those of a sister screen read the other way
# NF-kB expr up: raises NF-kB expression in human neuronal cells. actives 1.6% (n = 190,000). fold change at 12.5 µM. NF-kB reporter expression; stronger effect = higher value; in the data active = fold change above about 3.3
# FLuc act counter: affects firefly luciferase, flagging false hits in luciferase stimulation screens. P08659. ATPlite luciferase biochemical, luminescence, 10 min; 0 = ATP-free wells, 1 = DMSO control. activation factor at 10 µM. 200,000 tested, under 10 active. AID 1027;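 active = luciferase activation factor, scaled between plate controls, of at least 2 with compound at 10 µM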
#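 test system = cell-free luciferase reagent | medium = PBS as buffer for the ATP substrate | dosing = test compounds dosed from 2 mM stocks in 100% DMSO | incubation = 10 min at ambient temperature | detection = luminescence measurement of luciferase light output | benchmarks = low control with PBS replacing ATP, high control enzyme plus ATP without compound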
# STAT1 activator: increases IFN-gamma driven STAT1 reporter signal; NIH 3T3 STAT1-luciferase reporter, luminescence; 100% = IFN-gamma alone, no compound; activation (% of control), % at 5.5 µM; actives 2.6% (n = 200,000);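 active = activation above the screen-wide mean activation plus 3 SD, cut at about 130% in these data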;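 note: raw ratio to IFN-gamma control signal so 100% means no change and 0% no light; values of inactives mirror those of a sister screen read the other way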
# Diaphorase inh: inhibits diaphorase or chemically oxidizes, flagging diaphorase assay artifacts | diaphorase resazurin-to-resorufin fluorescence, NADH, 16 min; bacterial (C. kluyveri) enzyme, not human | inhibition, % at 20 µM | actives 0.69% (n = 190,000) | AID 1217;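 active = primary screen inhibition at 20 µM above a set limit, cut at about 50% in these data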;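 note: plate controls were DMSO with full reaction for no effect and wells lacking NADH for full effect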
#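 Test system: diaphorase enzyme from Clostridium kluyveri; amount: diaphorase at 0.14 U/mL in enzyme working solution; detection: fluorescence of resorufin formed from resazurin, Ex 544/Em 590 nm; times: reaction incubation of 16 min at room temperature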
# Diaph act CS: counter-screen for diaphorase-based assays: diaphorase activators and chemical reducers | actives 0.005% (n = 190,000) | activation factor at 20 µM | Diaphorase/resazurin coupled assay, resorufin fluorescence, 16 min; stronger effect = higher value; 1 = vehicle wells, 0 = NADH-free wells | AID 1229;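 active = diaphorase activity raised at least twofold by the compound at 20 µM; inactive = activation factor below 2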
#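 Material: bacterial diaphorase enzyme (C. kluyveri); amount: enzyme 0.07 U/mL final; reagent: NADH substrate 0.114 mM plus resazurin dye 0.1 mM, final; doses: single compound dose of 20 µM, 1% DMSO final; timing: 16 min enzyme reaction, ambient temperature; measured by: fluorescence of resorufin, 544 nm excitation, 590 nm emission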
# Active calls of the source: *; nt = not tested or not shown. An unsorted share of the library; about 5.6% have a hit in one of these screens.
SMILES,TLR4 MyD88 comp,APP 5'UTR act,FLuc inhib CS,G6PDH counter,APP 5UTR inh,NF-kB expr up,FLuc act counter,STAT1 activator,Diaphorase inh,Diaph act CS
Cc1ccn2c(=O)nc(SCc3cccc(C(F)(F)F)c3)nc2c1,5,8,-6,4,-8,1.8,1.1,91,12,0.9
Cc1c(C(=O)Nc2nc3ccccc3[nH]2)oc2ccc(Br)cc12,-9,40,24,-30,-40,1.1,0.8,114,20,0.8
O=C1C(=C(c2ccccc2)c2ccccc2)Nc2ccccc21,6,6,-2,1,-6,1.2,1,91,6,0.9
CCn1c(SCC(=O)N2c3ccccc3CCc3ccccc32)nc2c1c(=O)n(C)c(=O)n2C,-4,8,nt,nt,-8,nt,nt,94,nt,nt
CC(=O)Nc1ccccc1NC(=O)CC(C)(C)C,11,18,2,21,-18,1.1,1,99,5,1
COCCNS(=O)(=O)c1ccc2c3c(cccc13)C(=O)N2C,6,-4,-3,14,4,1.5,1,91,18,0.8
NC(=O)C1(NC(=O)[C@@H]2CC3(CC(c4cccc(NC(=O)[C@@H]5CCC(=O)N5)c4)=NO3)CN2C(=O)c2ccccc2)CC1 (stereo partly drawn),-12,-7,-6,-3,8,0.93,1.1,104,9,0.9
CC(C)C(C)(C#N)NC(=O)CSc1nnc(-c2ccccc2)o1 (stereo not drawn),3,34,0,-2,-34,0.96,1,104,4,1
Cc1nnc(NC(=O)CN2C(=O)c3ccccc3S2(=O)=O)s1,-11,3,-6,7,-2,1.3,1.1,105,10,0.9
O=c1c2ccccc2c(-c2ccccc2)nn1-c1cc(Cl)ccc1[N+](=O)[O-],1,2,-2,5,-2,1.2,1,99,19,0.8
O=C(NC1CCCc2ccccc21)C12CC3CC(CC(O)(C3)C1)C2 (stereo not drawn),-19,23,0,4,-23,1,1,121,3,1
Cc1noc2ncnc(N3CCCCC3)c12,-4,21,-2,8,-21,1.1,1,96,7,0.9
CCOc1cc(/C=C(/C#N)c2ccc(Cl)cc2)cc(Cl)c1OCC(=O)O,9,-51,42,14,51*,0.32,0.6,56,23,0.8
CSc1nncc(-c2ccc(F)c(F)c2)n1,0,11,-1,15,-11,1.4,1,107,13,0.9
O=C(O)c1ccccc1-c1ccccc1C(=O)Nc1nccs1,12,20,-6,13,-20,1.1,1.1,100,10,0.9
O=S(=O)(c1ccc(NC(=S)NCc2ccco2)cc1)N1CCCC1,-6,-15,-7,0,15,0.98,1.1,88,30,0.7
Cc1cc(NC(=O)C2(c3ccccc3)CCCC2)no1,7,3,-1,9,-3,1.1,1,99,14,0.9
Cc1nc(SCCC(C)C)c([N+](=O)[O-])[nH]1,-9,-3,-3,19,4,1,1,98,3,1
CN(CCc1ccccn1)Cc1ccc(Cl)cc1Cl,-3,12,-4,3,-12,1.3,1,102,4,1
CC(C)CCN(CCC(C)C)C/C(O)=C(\C#N)c1nc(-c2ccccc2)cs1,-5,-12,0,-2,12,0.96,1,105,2,1

# Pulled by compound from the list above, 5 records:
SMILES,TLR4 MyD88 comp,APP 5'UTR act,FLuc inhib CS,G6PDH counter,APP 5UTR inh,NF-kB expr up,FLuc act counter,STAT1 activator,Diaphorase inh,Diaph act CS
CCOc1cc(/C=C(/C#N)c2ccc(Cl)cc2)cc(Cl)c1OCC(=O)O,9,-51,42,14,51*,0.32,0.6,56,23,0.8
CN(CCc1ccccn1)Cc1ccc(Cl)cc1Cl,-3,12,-4,3,-12,1.3,1,102,4,1
Cc1noc2ncnc(N3CCCCC3)c12,-4,21,-2,8,-21,1.1,1,96,7,0.9
CC(C)CCN(CCC(C)C)C/C(O)=C(\C#N)c1nc(-c2ccccc2)cs1,-5,-12,0,-2,12,0.96,1,105,2,1
O=S(=O)(c1ccc(NC(=S)NCc2ccco2)cc1)N1CCCC1,-6,-15,-7,0,15,0.98,1.1,88,30,0.7

# Later entries:
SMILES,TLR4 MyD88 comp,APP 5'UTR act,FLuc inhib CS,G6PDH counter,APP 5UTR inh,NF-kB expr up,FLuc act counter,STAT1 activator,Diaphorase inh,Diaph act CS
O=C(N/N=C1\C/C(=N\NC(=O)c2ccncc2)c2ccccc21)c1ccncc1,-3,18,69*,37,-18,1.1,0.3,84,29,0.7
O=C(NC(NC(=S)Nc1ccccc1)C(Cl)(Cl)Cl)c1cccc(Cl)c1 (stereo not drawn),-9,2,-5,5,-2,0.59,1.1,94,16,0.8
Cc1nn(CCO)c(N)c1C1(O)C(=O)Nc2c(Cl)cc(Cl)cc21 (stereo not drawn),-12,5,-13,12,-5,0.92,1.1,98,21,0.8
COC(=O)CCC(=O)NN1C(=O)c2ccccc2C1=O,-6,-17,-7,10,17,1.4,1.1,103,10,0.9
O=C1CC(C(=O)N(c2cccc(F)c2)C(C(=O)NC2CCCC2)c2ccccn2)CS1 (stereo not drawn),-12,-5,0,6,5,1.3,1,94,15,0.8
O=C(NCc1ccccn1)c1cc(-c2ccc(Cl)cc2)nc2ccccc12,-4,-2,8,6,2,1.1,0.9,101,2,1
O=C(NC(=S)N1CCN(Cc2ccccc2)CC1)c1cccnc1,3,2,0,4,-2,1.1,1,95,21,0.8
N=c1oc2ccccc2cc1-c1nc2ccccc2c(=O)[nH]1,8,4,2,2,-4,0.96,1,100,11,0.9
COc1ccc(N2CCN(C(CNC(=O)c3ccco3)c3cccnc3)CC2)cc1 (stereo not drawn),19,1,-2,3,-1,0.95,1,99,6,0.9
CCCCn1c(=O)[nH]c(=O)c2c1nc(-c1ccc3ccccc3c1)n2CC,24,14,-5,2,-14,0.95,1,93,7,0.9
COc1ccccc1CC(=O)Nc1ccc(-c2nnc(-c3ccco3)o2)cc1,-2,9,-4,6,-9,1,1,106,22,0.8
O=C(NCCC1=CCCCC1)C(=O)NCc1ccccc1Cl,5,23,-7,-1,-23,1.2,1.1,108,3,1
C=CCOc1ccc(C2/C(=C(\O)c3c(C)[nH]c(C(=O)OC)c3C)C(=O)C(=O)N2CCN(C)C)cc1 (stereo not drawn),-2,-16,2,-20,16,0.91,1,100,13,0.9
Cc1cc(Oc2ccc(=O)n(C)n2)nc(SCc2ccccc2)n1,-15,28,-1,-2,-28,1,1,94,4,1
CC(=Nc1cccc(O)c1)c1sc2ccccc2c1O,3,161*,53*,-33,-161,10*,0.5,112,12,0.9
CN(C)CCCSc1nc2ccccc2s1,9,-10,-4,6,10,1.5,1,108,-52,1.5
Cn1cc(CN2CCC(O)CC2)c(-c2ccc(Oc3ccccc3)cc2)n1,-9,-2,-5,8,2,1.1,1.1,94,9,0.9
CCN(C(=O)CC(C)C)c1nnc(Cn2nnc3ccccc32)s1,2,-4,-4,-7,4,1,1,86,15,0.9
CCC1(C)NC(=O)N(CC(=O)Nc2sc3c(c2C(=O)OC)CCCCC3)C1=O (stereo not drawn),-7,5,-5,-15,-5,0.91,1.1,89,16,0.8
O=C(NC(=S)Nc1ccc(N2CCOCC2)c(Cl)c1)C(c1ccccc1)c1ccccc1,-8,-5,-5,3,5,1,1,96,15,0.8
CC(C)C(=O)NC(=S)Nc1ccccc1C(=O)NC1CCCCC1,-3,-2,-5,1,2,1.2,1,101,2,1
CCn1c(SCC(=O)Nc2ccc(NC(=O)c3cccs3)cc2)nnc1-c1cccnc1,2,-1,4,0,1,0.82,1,99,17,0.8
CCOC(=O)c1nc(Nc2ccccc2C)c2ccccc2n1,-15,4,-5,10,-4,0.9,1,97,16,0.8
CCOc1ccc(C(=O)NC2CCN(C(=S)Nc3ccccc3C)CC2)cc1,-3,5,-6,8,-5,1.3,1.1,96,9,0.9
Cc1sc(N)c(C(=O)c2ccccc2)c1C,6,-7,-4,9,7,1.2,1,100,14,0.9
COc1ccc(C2(CNC(=O)Cc3ccc(OC)c(OC)c3)CCOCC2)cc1,-4,17,-7,4,-17,1.1,1.1,103,0,1
COc1ccc(OCC(=O)N/N=C/c2ccc(OC)c(OC)c2C(=O)O)cc1,-3,1,-8,-8,-1,0.98,1.1,104,13,0.9
O=C(COC(=O)c1cccs1)Nc1cccc(S(=O)(=O)N2CCOCC2)c1,13,-8,-10,-3,8,0.95,1.1,99,16,0.8
CCOc1ccc(C)cc1S(=O)(=O)Nc1ccc(Cl)cn1,4,15,-8,2,-15,1.1,1.1,99,4,1
CCn1cc(CNC(=O)CCc2nnc(CCC3CCCCC3)o2)cn1,-8,7,-9,11,-7,1.3,1.1,99,nt,nt
CCSC(C)CC1C/C(=N/O)c2c(CC)noc2C1 (stereo not drawn),-8,-7,-3,20,8,1.2,1,96,-6,1.1
CCOCCCNC(=O)c1ccc2c(c1)OCO2,6,14,-4,3,-14,1.7,1,102,5,0.9
O=C(CSc1nc2ccccc2[nH]1)Nc1ccc(F)cc1,6,0,-6,-6,0,1.4,1.1,100,26,0.7
COc1cccc(C(=O)N2CCSC2=S)c1,14,12,-5,0,-12,1.4,1,93,5,1
CCn1c(CSc2nc(C)cc(C)n2)nnc1SCC(=O)Nc1ccccc1,-7,-6,-10,-19,6,1.3,1.1,100,10,0.9
O=C(Cc1ccccc1)Nc1nnc(-c2cccc([N+](=O)[O-])c2)s1,-10,-4,-2,15,4,1,1,94,10,0.9
O=C(CSc1nnc(-c2cccnc2)n1Cc1ccccc1)N1CCOCC1,1,2,-7,20,-2,1.3,1.1,93,8,0.9
CCOC(=O)CC(NC(=O)CCc1c(C)nc2nc(C)nn2c1C)c1ccc(OC(C)C)cc1 (stereo not drawn),-3,7,-2,7,-7,1.1,1,101,-2,1
COc1ccc(C)cc1NC(=O)NC(C)c1ccncc1 (stereo not drawn),2,6,-11,3,-6,1.1,1.1,96,14,0.9
O=S1(=O)CC(O)C(Nc2ccccc2)C1 (stereo not drawn),6,7,-6,1,-7,1.2,1.1,101,16,0.8
FC(F)(F)c1ccc(NC2=NCCC2)cc1,-6,-2,-6,-2,2,1,1.1,95,1,1
O=C(Cn1c(=O)oc2ccccc21)Nc1nc(-c2ccc(Br)cc2)cs1,2,-10,5,39,10,0.94,0.9,119,-8,1.1
O=C(COc1ccccc1C(=O)NCc1ccccn1)Nc1ccc(Br)cc1,-1,53,1,-6,-53,1,1,103,6,0.9
CCOC(=O)c1c(NC(C)=O)sc2c1C1CCN2CC1,-11,-5,nt,nt,4,nt,nt,97,nt,nt
CC1(C)CC(=O)C(=C2SCCCS2)C(=O)C1,-4,1,-4,15,-1,1.3,1,100,3,1
CCn1c(CNc2ccccc2Cl)nnc1SCC(=O)NCc1ccccc1,7,-7,-6,3,7,0.89,1.1,99,22,0.8
O=C1CCN(Cc2nc(-c3ccc(Cl)cc3)no2)CCN1,4,-9,-7,10,9,0.96,1.1,95,14,0.9
